Screening data as filed in PubChem.
BCLXL inh: inhibitors of human Bcl-xL, primary screen, biochemical, fluorescence polarization, HTS | GST-Bcl-xL / FITC-Bim BH3 peptide fluorescence polarization | inhibition, % at 10.9 µM | AID 2129, 2009 | hit rate 0.7% among 320,000;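 active = inhibition above the mean of all tested compounds plus 3 SD, cutoff set per campaign, cut at about 30% in these data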;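 note: 0% = DMSO wells and 100% = unlabeled Bim-BH3 peptide competitor; inhibitors lower millipolarization by displacing the labeled peptide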
MCL1-BIM inh: inhibitors of MCL1 binding to BIM-BH3, primary screen, biochemical, fluorescence polarization; GST-MCL1 / FITC-Bim-BH3 fluorescence polarization; inhibition, % at 10.9 µM; hit rate 0.68% among 320,000; AID 2057, 2009;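 active = inhibition above the mean inhibition of all tested compounds plus 3 SD, set per campaign, cut at about 40% in these data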;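 note: 0% = DMSO wells and 100% = unlabeled Bim-BH3 peptide control; higher means more loss of mP so more displacement of Bim peptide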
Target sequence (Q07820 whole entry, looked up): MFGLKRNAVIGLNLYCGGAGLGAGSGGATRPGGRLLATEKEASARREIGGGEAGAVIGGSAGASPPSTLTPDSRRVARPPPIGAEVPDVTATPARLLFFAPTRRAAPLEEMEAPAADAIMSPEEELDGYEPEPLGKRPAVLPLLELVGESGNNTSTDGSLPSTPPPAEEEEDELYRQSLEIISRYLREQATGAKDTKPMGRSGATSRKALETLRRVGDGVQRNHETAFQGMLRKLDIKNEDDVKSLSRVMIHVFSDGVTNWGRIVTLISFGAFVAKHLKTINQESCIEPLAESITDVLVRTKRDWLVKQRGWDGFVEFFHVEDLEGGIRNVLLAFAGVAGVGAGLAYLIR
VLA-4 inh: inhibition in human VLA-4 binding assay, primary screen, VLA-4 allosteric modulator project, MLPCN library, flow cytometry, VLA-4 expressing cells | Integrin alpha-4 (Homo sapiens), P13612 | ligand binding flow cytometry | inhibition, % (about 7 µM as worked out from the volumes in the protocol) | hit rate 0.2% among 330,000; in the data active = inhibition above about 50%
GRK2 aptamer HTS: compounds blocking aptamer binding on GRK2 – biochemical, human GRK2, bead flow cytometry, HTS, primary screen | Beta-adrenergic receptor kinase 1 (Homo sapiens), P25098 | hit rate 0.59% among 330,000 | AID 488847, 2010 | FAM-aptamer displacement from GRK2 | inhibition of aptamer binding, % at 10 µM;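 active = inhibition of aptamer binding above 40%, roughly 3 SD of noise, on plates passing a quality check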;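 note: median bead fluorescence of bound FAM aptamer so fluorescent compounds give negative values; no value below 0 was filed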
GLD-1 TGE inh: GLD-1/TGE RNA complex disruptors, primary screen, biochemical, fluorescence polarization; purified GLD-1 + fluorescein TGE RNA; hit rate 0.44% among 320,000; Female germline-specific tumor suppressor gld-1 (Caenorhabditis elegans), Q17339; inhibition, % at 5.96 µM; AID 2280, 2010;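 active = percent inhibition above a per-plate cutoff, the plate mean of test compounds plus 3 SD, cut at about 30% in these data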;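 note: 0% = DMSO wells with GLD-1 and probe and 100% = wells lacking GLD-1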
PME-1 primary: PME-1 inhibitors via competitive probe labeling, primary screen, biochemical, fluorescence polarization, FP-Rh probe, HTS; hit rate 0.53% among 320,000; recombinant PME-1; inhibition, % at 5.9 µM;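 active = inhibition above the campaign mean of all compounds plus 3 SD, cut at about 26% in these data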;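 note: competitive labeling of PME-1 active site by serine hydrolase directed probe; 0% = PME-1 with DMSO and 100% = wells lacking PME-1 enzyme; inhibitors block probe labeling so polarization falls and inhibition rises; many of its hits are not listed in these tables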
MEX-5 binding: MEX-5 zinc finger RNA-binding disruptors – biochemical, C. elegans, fluorescence polarization, MLPCN library, primary screen | hit rate 0.38% among 300,000 | activity score (negative = inhibition of binding), % at 10 µM | MEX-5/FITC-TCR2 RNA binding; hits give low values | Zinc finger protein mex-5 (Caenorhabditis elegans), Q9XUB2;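 active = inhibition past about -25% in most replicates, and total fluorescence under double the plate's negative control median, limit read from the data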;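 note: 0% = DMSO and -100% = 5 µM competing unlabeled TCR2 RNA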
Target sequence (Q9XUB2 whole entry, looked up): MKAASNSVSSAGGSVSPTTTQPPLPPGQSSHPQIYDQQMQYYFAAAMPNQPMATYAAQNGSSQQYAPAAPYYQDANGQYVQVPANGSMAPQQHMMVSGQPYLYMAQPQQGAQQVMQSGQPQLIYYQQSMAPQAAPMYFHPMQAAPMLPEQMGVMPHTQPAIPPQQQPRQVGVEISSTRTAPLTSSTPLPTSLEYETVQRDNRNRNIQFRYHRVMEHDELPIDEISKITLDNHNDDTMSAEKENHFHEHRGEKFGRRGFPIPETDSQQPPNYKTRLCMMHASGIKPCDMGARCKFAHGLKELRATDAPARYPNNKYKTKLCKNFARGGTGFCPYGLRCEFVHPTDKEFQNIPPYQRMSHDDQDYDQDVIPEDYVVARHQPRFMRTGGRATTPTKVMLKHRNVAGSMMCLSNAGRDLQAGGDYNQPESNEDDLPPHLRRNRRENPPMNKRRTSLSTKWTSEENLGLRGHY
Efflux pump mplx: inhibitors of Candida efflux pumps in yeast, primary screen, S. cerevisiae, Nile Red, multiplex. S. cerevisiae Candida pump triplex. inhibition, % at 10 µM. hit rate 0.44% among 330,000. AID 485275, 2010;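 active = plate passing quality check with inhibition over a set limit, or well fluorescence over plate mean plus 4 SD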;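 note: Nile Red retained in pooled yeast measured as flow cytometry median fluorescence; 0% = buffer negative control and 100% = Enniatin B positive control; higher means more Nile Red kept so more efflux inhibition; some compounds called inactive have numbers as strong as hits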
Fam108B counter: mouse Fam108B serine hydrolase inhibitors, primary screen, counter-screen for RBBP9 inhibitor project, biochemical, fluorescence polarization; recombinant Fam108B, FP-Rh probe fluorescence polarization; inhibition, % at 9.51 µM; hit rate 0.33% among 300,000; AID 1947, 2009;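 active = inhibition above the screen mean inhibition plus 3 SD, computed separately per campaign, cut at about 18% in these data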;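 note: inhibitors lower polarization as less probe binds the enzyme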
* = called active by the depositor; · = not tested or not shown; & = joins results of further samples. The list is partial; the hit share may differ from the screen's.

compound	BCLXL inh	MCL1-BIM inh	VLA-4 inh	GRK2 aptamer HTS	GLD-1 TGE inh	PME-1 primary	MEX-5 binding	Efflux pump mplx	Fam108B counter
COc1ccc(Cl)cc1NC(=S)NCCc1ccc(F)cc1	·	·	-6	0	·	·	-0.6	0.0	·
Cc1ccccc1OCc1nc(-c2ccccc2)no1	1	5	-10	2	5	0	-1.6	-0.1	-4
CCn1c(O)c(N=NC(=O)CNC(=O)c2ccccc2F)c2ccccc21	-3	-4	6	0	6	0	-2.6	-0.2	-3
C=CCc1ccccc1OCC(O)CN1CCN(Cc2ccc3c(c2)OCO3)CC1 (stereo not given)	4&-2	-4&-2	-7&9	0&0	8&1	2&2	0.6&2.6	0.0&-0.1	-1&5
O=C(CN1CCOCC1)N/N=C/c1ccccc1	4	2	4	3	-7	1	0.3	0.0	2
CCOc1ccc(S(=O)(=O)N(C)c2ccc(OCC(=O)Nc3nc(-c4cc(OC)ccc4OC)cs3)cc2)cc1	-10	-36	-5	0	-13	-40	1.0	0.1	-11
COCC(=O)Nc1nnc(SCC(=O)NCc2cccs2)s1	1	-1	12	0	-9	-1	-1.0	0.1	-3
CCCCc1ccc(NC(=S)NCc2ccccc2OC)cc1	4	6	12	2	4	-11	-0.3	0.0	-11
CCNC(=S)N1CCN(C(c2ccccc2)c2ccccc2)CC1	6	18	11	2	0	7	-1.6	-0.1	-4
CCOc1ccc(N=Nc2c(N)[nH][nH]c2=O)cc1	4	-3	-13	0	6	-2	-4.0	-0.4	-1
Cc1cc(C(=O)N/N=C/c2c(C)[nH]c3ccccc23)n[nH]1	5	7	-4	1	10	13	-1.8	-0.2	1
CCC(=O)Nc1cccc(C2=NOC3(C2)C[C@@H](C(N)=O)N(C(=O)C(c2ccccc2)c2ccccc2)C3)c1 (stereo not given in full)	3	3	-2	0	0	-1	-1.0	-0.1	1
CCOC(=O)CSc1n[nH]c(NC(=O)NC(C)C)n1	0	-1	6	0	5	0	1.8	-0.1	3
COc1cccc(NC(=O)CCCCCN2C(=O)[C@@H]3Cc4ccccc4CN3C2=O)c1	3	3	11	0	-5	2	1.2	0.0	0
Cc1cc(C)c(CN2CCC(CO)(CCOc3ccccc3)CC2)cc1C	9	12	4	0	-2	-3	-0.5	-0.2	-5

Later entries.
compound	BCLXL inh	MCL1-BIM inh	VLA-4 inh	GRK2 aptamer HTS	GLD-1 TGE inh	PME-1 primary	MEX-5 binding	Efflux pump mplx	Fam108B counter
CC1(C)CC(=O)C=C(NCCc2ccccc2)C1	3	3	5	0	0	-1	1.6	-0.1	-3
COc1ccc(S(=O)(=O)Nc2cccc(-c3ccc4nncn4n3)c2)cc1F	-2	-18	-10	0	-12	18	1.6	0.0	3
COc1cccc(/C=C(\C)C(=O)c2c(C)cc(C)[nH]c2=O)c1OC	0	6	-14	0	-6	5	-0.6	-0.1	0
O=c1nc(/C=C/c2ccccc2C(F)(F)F)cc(C(F)(F)F)[nH]1	4	10	-3	0	-7	7	-0.4	-0.1	3
CN1C(=O)[C@H]2[C@@H](/C=C/c3ccccc3)N3C(=O)CN(Cc4ccccc4)C(=O)[C@@]3(C)[C@H]2C1=O	1	3	14	3	13	-2	2.5	0.1	-3
Cc1c(NC(=S)N2CCN(c3cccc(Cl)c3)CC2)c(=O)n(-c2ccccc2)n1C	4	9	11	0	4	-7	1.3	-0.2	1
COc1ccc(S(=O)(=O)N2CCCCCC2)cc1C(=O)OCC(=O)NCC(C)C	3	1	-2	0	-5	5	-4.4	-0.1	1
O=C(c1ccc2nc(-c3ccco3)c(-c3ccco3)nc2c1)N1CCN(c2ccccc2)CC1	17	18	-5	1	13	4	-1.6	-0.2	0
CN(CC(=O)Nc1ccc(S(=O)(=O)N2CCCC2)cc1)Cc1ccc(Cl)cc1Cl	-6	-1	12	0	0	9	-0.8	0.6	-10
CCOC(=O)c1[nH]cnc1C(=O)Nc1ccc([N+](=O)[O-])cc1	6	0	-2	0	2	-1	-8.5	0.2	-1
C[C@H](CO)N1C[C@H](C)[C@@H](CN(C)Cc2ccncc2)Oc2c(cccc2N(C)C)C1=O	·	·	6	1	9	·	·	-0.5	·
O=C(COC(=O)c1sc2cc(Cl)ccc2c1Cl)Nc1ncc(Cl)cc1Cl	5	0	1	4	10	0	-1.8	0.3	1
O=C(CSc1nc2c(sc3ccccc32)c(=O)n1CCCN1CCCC1)NCC1CCCO1 (stereo not given)	2	10	8	0	0	-1	-0.4	-0.1	2
Cc1cc(C)n2c(SCC(=O)N3CCN(S(=O)(=O)c4ccc(Cl)cc4)CC3)nnc2n1	-2	4	-1	0	1	5	1.8	0.1	2
CNC(=S)NNC(=O)Cc1ccc(O)cc1	0	-10	21	0	4	-2	-3.7	0.0	-5

The list continues.
SMILES | BCLXL inh | MCL1-BIM inh | VLA-4 inh | GRK2 aptamer HTS | GLD-1 TGE inh | PME-1 primary | MEX-5 binding | Efflux pump mplx | Fam108B counter
COc1cccc(C2(O)CC(C(F)(F)F)=NN2C(=O)c2ccccn2)c1 (stereo not given) | -1 | 4 | 36 | 3 | 3 | -1 | -2.0 | 0.1 | 2
COc1ccc(Nc2nc(C(=O)N(CCO)Cc3ccccc3)cs2)cc1 | 3 | 5 | 7 | 3 | 4 | 6 | 0.8 | 0.5 | 0
O=C(CCN1C(=O)c2ccccc2C1=O)N1CCN(Cc2ccc(Cl)cc2Cl)CC1 | 1 | -2 | 1 | 1 | 8 | -9 | -0.8 | 0.3 | -3
O=C(CN1C(=O)COc2ccccc21)NCCN1CCc2ccccc2C1 | 6 | 6 | 6 | 2 | 6 | 8 | -0.4 | 0.0 | 3
CC1=C2C(=O)OC(c3ccoc3)C2(C)CCC1 (stereo not given) | 7 | 3 | 7 | 2 | 3 | -3 | 2.7 | -0.1 | 4
C/C(N)=C(/C#N)C(=O)CN1C(=O)NC(Cc2c[nH]c3ccccc23)C1=O (stereo not given) | 1 | 10 | 7 | 37 | 2 | 1 | -1.7 | -0.1 | 4
COC(=O)C1(C)NC(c2ccc(O)cc2)C2C(=O)N(c3ccc(F)cc3)C(=O)C21 (stereo not given) | 2 | -2 | 2 | 0 | -4 | -5 | 2.6 | 0.4 | -1
O=C(NCCCn1ccnc1)c1cn(-c2ccccc2)nc1-c1ccc(F)cc1 | -5 | -3 | -17 | 0 | 10 | 6 | -5.5 | 0.0 | 3
O=C(C1CCN(CC2CC=CCC2)CC1)N(CCc1ccccc1)Cc1ccccc1 (stereo not given) | -3 | 6 | 25 | 0 | 4 | 15 | -1.4 | 0.5 | 1
CCN(C(=O)COC(=O)COc1ccc(Cl)c(C)c1)C1CCS(=O)(=O)C1 (stereo not given) | -11 | -15 | 16 | 2 | 3 | -3 | · | -0.1 | ·
COc1ccc(S(=O)(=O)N2CCCOC2CNC(=O)C(=O)NCCCn2ccnc2)cc1 (stereo not given) | 1 | -3 | 22 | 0 | -3 | 3 | 0.4 | -0.2 | 2
Cn1c(=O)oc2cc(S(=O)(=O)N3CCCC(C(=O)NCC4COc5ccccc5O4)C3)ccc21 (stereo not given) | 3 | 7 | -28 | 0 | 4 | -4 | -3.4 | -0.1 | -3

3 entries from above, with each value named.
molecule: Cn1c(=O)oc2cc(S(=O)(=O)N3CCCC(C(=O)NCC4COc5ccccc5O4)C3)ccc21 (stereo not given)
  BCLXL inh = 3 | MCL1-BIM inh = 7 | VLA-4 inh = -28 | GRK2 aptamer HTS = 0 | GLD-1 TGE inh = 4 | PME-1 primary = -4 | MEX-5 binding = -3.4 | Efflux pump mplx = -0.1 | Fam108B counter = -3

molecule: O=C(CCN1C(=O)c2ccccc2C1=O)N1CCN(Cc2ccc(Cl)cc2Cl)CC1
  BCLXL inh = 1 | MCL1-BIM inh = -2 | VLA-4 inh = 1 | GRK2 aptamer HTS = 1 | GLD-1 TGE inh = 8 | PME-1 primary = -9 | MEX-5 binding = -0.8 | Efflux pump mplx = 0.3 | Fam108B counter = -3

molecule: C/C(N)=C(/C#N)C(=O)CN1C(=O)NC(Cc2c[nH]c3ccccc23)C1=O (stereo not given)
  BCLXL inh = 1 | MCL1-BIM inh = 10 | VLA-4 inh = 7 | GRK2 aptamer HTS = 37 | GLD-1 TGE inh = 2 | PME-1 primary = 1 | MEX-5 binding = -1.7 | Efflux pump mplx = -0.1 | Fam108B counter = 4

Going on with the list:
SMILES | BCLXL inh | MCL1-BIM inh | VLA-4 inh | GRK2 aptamer HTS | GLD-1 TGE inh | PME-1 primary | MEX-5 binding | Efflux pump mplx | Fam108B counter
CC(C)(C)Nc1scc(-c2ccccc2)[n+]1-c1ccccc1 | 3 | 10 | 4 | 3 | 3 | 0 | -1.4 | -0.1 | 0
O=C(NCCc1ccc(Cl)cc1)C1CCN(C(=O)c2sccc2-n2cccc2)CC1 | 9 | 8 | 5 | 0 | 2 | 10 | -0.7 | 0.0 | -4
CCOC(=O)N1CCN(C(=O)C2CC(=O)N(c3ccc(C)cc3)C2)CC1 (stereo not given) | 2 | 3 | -2 | 0 | 4 | 6 | 1.6 | 0.1 | 5
COc1ccccc1N(CC(=O)Nc1cc(C)on1)S(=O)(=O)c1cccc(C(F)(F)F)c1 | 4 | 2 | 27 | 2 | 1 | 7 | · | 0.0 | ·
O=C(Nc1ccccc1C(=O)N1CCN(CCO)CC1)c1cccc([N+](=O)[O-])c1 | 5 | 11 | -9 | 0 | 1 | 8 | 0.0 | 0.1 | 0
CN(C)CCCNC(=O)c1cc(C(=O)Cc2ccccc2)c[nH]1 | 2 | -3 | 17 | 2 | 1 | -1 | 1.6 | -0.1 | -2
N#C/C(=C\c1cn(Cc2ccc(C#N)cc2)c2ccccc12)C(=O)NCc1cccs1 | 7 | 3 | 10 | 8 | 3 | -13 | -4.5 | -0.4 | -6
